# SIRT5 inh – SIRT5 desuccinylase inhibitors, primary screen, biochemical, fluorescence imaging, single point, set 5; hit rate 1.1% among 330,000; Purified SirT5, succinyl-peptide AMC, trypsin-coupled fluorescence; NAD-dependent protein deacylase sirtuin-5, mitochondrial (Homo sapiens), Q9NXA8; inhibition, % at 15 µM; AID 652115, 2013; in the data active = inhibition above about 15%
# Target sequence (Q9NXA8 whole entry, looked up): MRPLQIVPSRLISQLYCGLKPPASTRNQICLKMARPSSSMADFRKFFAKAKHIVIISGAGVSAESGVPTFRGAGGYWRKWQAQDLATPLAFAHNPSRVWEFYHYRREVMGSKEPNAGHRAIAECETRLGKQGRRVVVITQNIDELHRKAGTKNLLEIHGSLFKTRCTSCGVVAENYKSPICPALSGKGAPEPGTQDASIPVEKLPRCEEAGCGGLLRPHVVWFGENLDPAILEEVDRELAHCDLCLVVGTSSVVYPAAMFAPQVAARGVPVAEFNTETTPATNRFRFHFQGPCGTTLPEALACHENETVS
# ERp5 block – inhibitors of ERp5-driven insulin aggregation, primary screen, biochemical, turbidity, absorbance 650 nm, single point; Protein disulfide-isomerase A6 (Homo sapiens), Q15084; 90 min; inhibition, % at 9.99 µM; hit rate 0.05% among 350,000;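 active = mean replicate inhibition above about 25%, with every replicate also reaching it, limit read from the data, passing the limit was not always enough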
# Target sequence (Q15084 whole entry, looked up): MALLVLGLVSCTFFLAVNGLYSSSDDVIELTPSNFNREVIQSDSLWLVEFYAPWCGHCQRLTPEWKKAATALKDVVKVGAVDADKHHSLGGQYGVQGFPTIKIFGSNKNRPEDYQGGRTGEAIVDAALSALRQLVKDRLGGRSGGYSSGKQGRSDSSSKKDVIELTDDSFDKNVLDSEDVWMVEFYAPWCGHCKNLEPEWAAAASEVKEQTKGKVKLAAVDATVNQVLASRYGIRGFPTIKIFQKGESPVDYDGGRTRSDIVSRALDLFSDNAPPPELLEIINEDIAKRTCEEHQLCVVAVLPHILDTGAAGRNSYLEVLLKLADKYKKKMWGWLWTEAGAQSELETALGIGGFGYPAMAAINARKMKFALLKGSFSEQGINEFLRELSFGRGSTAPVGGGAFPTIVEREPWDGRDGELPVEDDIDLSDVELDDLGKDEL
# The depositor's hits bear a star. The list is partial; count on the stated rates, not on these rows.
# Every second line gives: SIRT5 inh	ERp5 block
> O=C(C1CCCC1)N1CC2(C1)[C@@H](c1ccccc1)[C@@H](CO)N2C(=O)c1cccnc1
 : -1.1	-0.4
> CCCCNC(=O)C(c1ccc(-c2ccccc2)cc1)N(CCN1CCOCC1)C(=O)CCCCCN1C(=O)NC(c2ccc([N+](=O)[O-])cc2)C(C(=O)OCc2ccccc2)=C1C (stereo not drawn)
 : -2.5	4.0
> CCC(=O)N1CC(=O)N2[C@@H](CO)[C@@H](c3ccc(C#CC(C)C)cc3)[C@@H]2C1
 : 3.9	-3.7
> Cc1nc2c(c(=O)c3ccccc3n2C)c(=O)n1C1CCCC1
 : -6.8	5.2
> COc1ccc(C#Cc2ccc([C@@H]3[C@@H](CO)N4C(=O)CN(C(=O)c5cccnc5)C[C@H]34)cc2)cc1
 : 4.5	11.6
> Cc1ccc(SCc2cc(=O)[nH]c(/N=C(\N)Nc3cccc4ccccc34)n2)cc1
 : 0.0	-1.7
> O=C(C[C@@H]1C=C[C@@H](NC(=O)c2ccncc2)[C@H](CO)O1)NCc1ccncn1
 : -4.0	-1.1
> COc1ccc(Cc2nnc(SCC(=O)N3CCCCC3)o2)cc1
 : -0.2	1.6
> COc1ccc2c3c(n(C)c2c1)[C@@H](CO)N(S(C)(=O)=O)CC31CCN(C(=O)C2CCCC2)CC1
 : -2.5	-5.8
> O=C(Nc1ccc(F)cc1)N1CC(=O)N2[C@H](CO)[C@@H](c3ccc(-c4cccc(F)c4)cc3)[C@@H]2C1
 : 2.8	-0.3
> CC(=O)NC[C@H]1[C@@H](c2ccc(C3=CCCC3)cc2)[C@@H](CO)N1C(=O)C1CC1
 : -1.1	0.3
> C/C=C/c1ccc([C@H]2[C@H](CO)N(C(=O)CN(C)C)C23CN(C(=O)C2CC2)C3)cc1
 : -4.8	0.9
> CCCCC1CCC(C(=O)N2CCOCC2)CC1 (stereo not drawn)
 : 1.1	-4.5
> Cc1sc2nc(CN3CCC(C)CC3)nc(Cl)c2c1C
 : -2.7	-1.1
> CN(C)CC(=O)N1CC(=O)N2[C@H](CO)[C@@H](c3ccc(-c4ccc(C(=O)N(C)C)cc4)cc3)[C@H]2C1
 : 0.0	-2.3
> NC(=O)[C@@H]1CCCN1Cc1nc(-c2ccc(C(F)(F)F)cc2)no1
 : 1.7	-0.3
> CCC(=O)N1CC(=O)N2[C@H](CO)[C@@H](c3ccc(C#Cc4cccnc4)cc3)[C@@H]2C1
 : -7.6	-0.8
> CCC(=O)N1CCC2(CC1)CN(C(=O)Cc1ccccc1)[C@H](CO)c1c2c2ccc(OC)cc2n1C
 : 9.4	-3.4
> CN(C)C(=O)c1ccc(-c2ccccc2[C@H]2[C@@H](CO)N(C(=O)C3CCC3)[C@H]2C#N)cc1
 : 0.7	3.6
> O=C1CN(S(=O)(=O)Cc2ccccc2)C[C@H]2[C@@H](c3ccc(C#Cc4cccc(F)c4)cc3)[C@H](CO)N12
 : 8.0	4.9
> COC(=O)c1ccc(CN2C(=O)[C@]3(OCCC=C[C@H]3C)c3cc(OC)ccc32)cc1
 : 0.6	0.4
> O=C(C1CCCC1)N1CC2(C1)[C@H](c1ccccc1)[C@@H](CO)N2Cc1ccccc1F
 : -4.0	-0.7
> O=C(Nc1ccccc1)[C@@H]1[C@@H](CO)[C@@H]2Cn3c(ccc(C4=CCCCC4)c3=O)[C@@H]2N1Cc1ccccn1
 : -2.7	15.3
> O=C(c1cnccn1)N1CC(=O)N2[C@@H](CO)[C@H](c3ccc(C#CCC4CCCC4)cc3)[C@@H]2C1
 : 3.6	-2.1
> O=c1[nH]c(=O)n(C2OC(CO)C(O)C(O)C2O)cc1F (stereo not drawn)
 : -1.2	-3.9
> CCCC#Cc1ccc([C@H]2[C@H](CO)N3C(=O)CN(C(=O)NCCC)C[C@@H]23)cc1
 : -0.4	-0.8
> CC(C)CC#Cc1ccc([C@@H]2[C@H](CO)N3C(=O)CN(S(=O)(=O)c4cccc(F)c4)C[C@@H]23)cc1
 : 2.2	-7.0
> CC(NC(=O)/C(=C\c1ccco1)NC(=O)c1ccccc1Br)C(=O)O (stereo not drawn)
 : 0.9	2.6
> COc1ccc2c3c(n(C)c2c1)[C@H](CO)N(C(=O)Nc1ccc(F)cc1)CC31CCN(Cc2ccccc2F)CC1
 : 4.6	3.3
> CC(=O)c1cccc(NC(=O)/C(=C\c2cccnc2)NC(=O)c2ccco2)c1
 : 6.1	-1.1
> CCCN1[C@H](CO)[C@H](c2ccc(C3=CCCCC3)cc2)[C@@H]1CNS(C)(=O)=O
 : -3.7	3.8
> COc1cccc(C#Cc2ccc([C@H]3[C@@H](CO)N4C(=O)CN(S(=O)(=O)c5ccccc5C)C[C@H]34)cc2)c1
 : -1.1	-0.6
> O=C(C1CCCC1)N1CC(=O)N2[C@H](CO)[C@@H](c3ccc(C#CC4CCCC4)cc3)[C@@H]2C1
 : 1.5	0.4
> Cc1ccc(NC(=O)CSc2nc(=O)n(CCN(C)C)c3c2CCCC3)cc1Cl
 : 2.8	-4.6
> COC(=O)CC1C(=O)NCCN1C(=O)c1oc2c(C)c(C)ccc2c1C (stereo not drawn)
 : -2.4	-3.8
> CCOC(=O)[C@]12CCCC=C1N(CCC1=CCCCC1)C(=O)[C@H](CC(=O)N1CCCC1)C2
 : -0.4	-7.8
> O=C(C[C@H]1C=C[C@@H](NC(=O)c2cccnc2)[C@@H](CO)O1)NCc1ccncn1
 : 2.5	-1.0
> CCCC(=O)NCc1ccncc1
 : -1.4	0.9
> N#Cc1ccc(-c2ccc([C@H]3[C@H]4CN(C(=O)Cc5ccccc5)CC(=O)N4[C@H]3CO)cc2)cc1
 : -4.9	-1.5
> COc1ccc2c3c(n(C)c2c1)[C@H](CO)N(C(=O)CC1CC1)CC31CN(Cc2nccs2)C1
 : -5.6	2.6
> O=C(Nc1cccc(F)c1)N1CC(=O)N2[C@H](C1)[C@@H](c1ccc(-c3cccc(F)c3)cc1)[C@@H]2CO
 : 15.9*	5.1
> Cc1cc(N2CCN(C(c3ccnc4ccccc34)c3nnnn3-c3c(C)cccc3C)CC2)c2ccccc2n1 (stereo not drawn)
 : 1.2	-0.2
> CCOC(=O)Cc1nnc(NC(=O)CSc2nnc3c(n2)[nH]c2ccccc23)s1
 : -1.2	3.1
> O=C(C1CCCCC1)N1CC(=O)N2[C@H](CO)[C@@H](c3ccc(C#CCc4ccccc4)cc3)[C@@H]2C1
 : 0.5	1.7
> COc1ccc2c3c([nH]c2c1)[C@H](CO)N(C(=O)C1CCC1)CC31CCN(Cc2cccc(F)c2)CC1
 : 5.5	-6.2
> O=C(NCc1ccncc1)[C@@H]1CCCN1C(=O)[C@H]1CCCN1C(=O)c1cccc(Cl)c1
 : -1.8	-1.9
> CCC(=O)N1CC2(C1)[C@H](c1ccccc1)[C@@H](CO)N2C(=O)NC(C)C
 : 0.1	-1.1
> N#C/C(=C\c1ccccc1C(F)(F)F)C(=O)Nc1ccccc1
 : 3.0	-9.9
> CC(=O)c1cccc(NC(=O)COc2cc3oc(=O)c(CC(C)O)c(C)c3cc2Cl)c1 (stereo not drawn)
 : 0.5	1.6
> O=C(NCc1cc(F)cc(F)c1)[C@@H]1[C@@H](CO)[C@@H]2Cn3c(cccc3=O)[C@H]1N2C(=O)c1ccccn1
 : 4.6	0.4

# Later entries.
# Every second line gives: SIRT5 inh	ERp5 block
> COC(=O)C1=C(C)N(Cc2cccc(C(F)(F)F)c2)C(=NCc2ccc3c(c2)OCO3)NC1c1ccc(Cl)cc1 (stereo not drawn)
 : 0.6	-3.8
> N#C[C@H]1[C@H](c2ccccc2C2=CCCCC2)[C@H](CO)N1C(=O)CN1CCOCC1
 : 2.5	1.8
> O=C(c1ccccn1)N1CC(=O)N2[C@H](CO)[C@@H](c3ccc(C#Cc4ccccc4)cc3)[C@@H]2C1
 : -2.3	-8.1
> Cc1noc(C)c1S(=O)(=O)Nc1ccc2c(c1)CC(=O)N([C@@H](C)CO)C[C@H](C)[C@H](CN(C)Cc1ccc(C(=O)Nc3ccccc3N)cc1)O2
 : -2.5	-3.5
> CC(C)C#Cc1ccc([C@@H]2[C@@H](CO)N3C(=O)CN(C(=O)NC4CCCCC4)C[C@H]23)cc1
 : -0.7	-6.2
> O=C(NC[C@@H]1CC[C@H]2[C@H](CN2S(=O)(=O)c2ccccc2[N+](=O)[O-])O1)Nc1ccccc1
 : -1.8	-3.9
> CN(C)C(=O)c1ccc(-c2ccccc2[C@@H]2[C@H](C#N)N(C(=O)C3CC3)[C@H]2CO)cc1
 : 1.3	0.3
> COc1ccc(NC(=O)Nc2ccc3c(c2)CC(=O)N([C@@H](C)CO)C[C@H](C)[C@@H](CN(C)S(=O)(=O)c2ccc(C)cc2)O3)cc1
 : 1.5	-3.4
> CC(C)(C)NC(=O)Nc1ccc(Br)cc1
 : 0.6	6.4
> O=C(Nc1ccc(F)cc1)C(c1cc2ccccc2o1)N1CCN(c2cccc(C(F)(F)F)n2)CC1 (stereo not drawn)
 : -0.2	0.1
> C[C@H]1CN([C@@H](C)CO)C(=O)c2cccc(NS(=O)(=O)c3ccc(F)cc3)c2O[C@H]1CN(C)Cc1ccc(C(=O)Nc2ccccc2N)cc1
 : 5.7	4.5
> CO[C@@H]1CN(C)C(=O)c2ccc(NC(=O)Nc3ccccc3F)cc2OC[C@@H](C)N(C(C)=O)C[C@H]1C
 : 3.0	-1.8
> Cc1noc(C)c1NC(=O)N(C)C[C@@H]1Oc2c(NC(=O)CCCCCC(=O)Nc3ccccc3N)cccc2C(=O)N([C@@H](C)CO)C[C@H]1C
 : -4.3	2.2
> CCCNC(=O)N1C[C@H](C)[C@@H](OC)CN(C)C(=O)c2ccc(NC(C)=O)cc2OC[C@@H]1C
 : -3.7	0.4
> Cc1ccc(N)cc1CN1CCN(c2ncc(Cc3ccccc3)cn2)CC1
 : -1.1	-3.9
> COc1ccc2c3c([nH]c2c1)[C@H](CO)NCC31CN(Cc2cc(F)ccc2F)C1
 : 3.2	-1.0
> CCN(CC)CCCNC(=O)Cn1cnc2ccc(S(=O)(=O)N3CCC(C)CC3)cc2c1=O
 : -5.5	5.0
> CCCCC(=O)Nc1cccc(C(C)O)c1 (stereo not drawn)
 : -7.4	-2.2
> C[C@H](CO)N1C[C@H](C)[C@H](CN(C)Cc2ccc(C(=O)Nc3ccccc3N)cc2)Oc2ccc(NC(=O)CCN3CCOCC3)cc2CC1=O
 : 9.2	0.3
> Cc1cc(C)cc(Cn2cc(CN3CC(N4CCCCC4)CS3(=O)=O)nn2)c1 (stereo not drawn)
 : 0.2	8.9
> N#C[C@@H]1[C@H](c2ccccc2C2=CCCCC2)[C@H](CO)N1C(=O)Cc1ccncc1
 : -3.4	2.2
> O=C(Nc1ccccc1F)N1CC(=O)N2[C@H](CO)[C@H](c3ccc(C#Cc4ccc(F)cc4)cc3)[C@H]2C1
 : 1.5	-0.7
> COc1ccc(C#Cc2ccc([C@@H]3[C@H]4CN(C(=O)c5ccc(F)cc5)CC(=O)N4[C@H]3CO)cc2)cc1
 : -0.7	0.2
> CCN(C)C1CN(Cc2cn(Cc3ccc(C)cc3)nn2)S(=O)(=O)C1 (stereo not drawn)
 : -4.2	-1.3
> O=C(C1CCCCC1)N1CC2(C1)[C@@H](c1ccccc1)[C@@H](CO)N2CCC(F)(F)F
 : 2.3	2.4
> Cc1ccc(-c2noc(-c3c(C)noc3C)n2)cc1
 : -1.7	3.6
> CC(=O)c1ccc(NC(=O)C(C)OC(=O)C(C)Oc2cccc(C)c2)cc1 (stereo not drawn)
 : 0.0	5.5
> COc1ccc(-c2ccc([C@H]3[C@@H](CO)N4C(=O)CNC[C@@H]34)cc2)cc1
 : -3.5	17.4
> CCS(=O)(=O)N1Cc2cc(C(=O)O)nc(-c3cccc(-c4ccc(C#N)cc4)c3)c2[C@H]1CCO
 : 0.5	-5.2
> COc1ccc2c3c([nH]c2c1)[C@H](CO)N(Cc1nccs1)CC31CCN(C(=O)C2CCC2)CC1
 : -1.8	-10.2
> CC(=O)N1CC(=O)N2[C@H](C1)[C@@H](c1ccc(-c3ccc(C)cc3)cc1)[C@@H]2CO
 : 2.3	1.5
> Cc1ccc(-c2csc(=S)[nH]2)cc1
 : 5.5	-13.3
> N#Cc1ccc(OCC(=O)OCC(=O)Nc2cc(C(F)(F)F)ccc2N2CCOCC2)cc1
 : -1.8	4.2
> CN(C)CC(=O)N1CC2(C1)[C@H](c1ccccc1)[C@@H](CO)N2S(C)(=O)=O
 : 0.3	-2.4
> COC(=O)[C@]12CCCCC=C1N(Cc1ccc(Cl)cc1Cl)C(=O)[C@H](CC(=O)NCc1ccc(OC)c(OC)c1)C2
 : -3.4	5.6
> CCN(CCCNC(=O)CCCOc1cc(=O)n(C)c2ccccc12)Cc1ccccc1
 : 0.9	-0.3
> COC(=O)C1(C(=O)OC)c2ccccc2N(S(=O)(=O)c2ccc(C)cc2)C1CC(=O)c1ccccc1 (stereo not drawn)
 : -1.5	2.5

# Assay outcomes: PubChem BioAssay, Broad Institute
